Compound activity as filed in PubChem BioAssay.
JMJD2A Tudor inh – qHTS Assay for Inhibitors of JMJD2A-Tudor Domain; AlphaScreen JMJD2A-Tudor / H3K4me3 peptide binding; Potency, µM (doses to about 114 µM), without a hit: top-dose activity change, negative = inhibition, hits mostly inhibitors; actives 4.4% (n = 390,000); AID 504339, 2011; further: potency means the concentration at half of the fitted maximal effect; on the % scale 0 is the no-effect control and ±100 the full control effect; nearly all actives have a fitted effect of over 50% in size
G9a inh – qHTS Assay for Inhibitors of Histone Lysine Methyltransferase G9a | Potency, µM (top dose mostly 102 µM), inactives show at the top dose activity, negative = inhibition, hits mostly inhibitors | G9a H3K9 monomethylation, AlphaScreen, 2 h | AID 504332, 2011 | actives 8.8% (n = 350,000) | Histone-lysine N-methyltransferase EHMT2 (Homo sapiens), Q96KQ7; further: potency means the concentration at half of the fitted maximal effect; on the % scale 0 is the no-effect control and ±100 the full control effect; nearly all actives have a fitted effect of over 75% in size
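Quantitative HTS format: methyltransferase activity on a biotin-tagged H3K9 peptide is measured by AlphaScreen, using a rabbit anti-monomethyl-H3K9 antibody with streptavidin donor and anti-IgG acceptor beads. Final levels are 20 nM enzyme, 500 nM peptide, 20 uM SAM; 2 h RT.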
Pin1 inhibitor – qHTS Assay to Find Inhibitors of Pin1 | Peptidyl-prolyl cis-trans isomerase NIMA-interacting 1 (Homo sapiens), Q13526 | Pin1 FP peptide displacement, HiFluor488, 10 min | Potency, µM (highest dose often 115 µM), for the others: top-dose activity, negative = inhibition, usual class: inhibitors | actives 0.009% (n = 390,000); active means well fitted inhibition curve with a large enough effect in the polarisation, with a control signal flat, not every such curve was filed as active; inconclusive means small, poorly fitted or top-dose-only effect, or effect the other way, or a change in a side signal; inactive means no such curve, though single readings can be large or run the other way; the % refers to the polarisation; further: potency means the concentration at half of the fitted maximal effect; on the % scale 0 is the no-effect control and ±100 the full control effect
Target sequence (Q13526 whole entry, looked up): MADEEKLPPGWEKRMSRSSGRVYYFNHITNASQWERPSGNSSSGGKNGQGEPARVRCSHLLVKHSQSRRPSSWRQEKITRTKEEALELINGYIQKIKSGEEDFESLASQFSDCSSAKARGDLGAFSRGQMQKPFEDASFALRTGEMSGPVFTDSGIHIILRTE
Pol eta inh – qHTS for Inhibitors of Polymerase Eta. DNA polymerase eta (Homo sapiens), Q9Y253. recombinant Pol eta, fluorescent DNA replication assay. Potency, µM (top dose mostly 114 µM), for inactives: top-dose activity change, negative = inhibition, actives largely listed as inhibitors. actives 1.2% (n = 390,000). AID 588591, 2011; further: potency means the concentration at half of the fitted maximal effect; on the % scale 0 is the no-effect control and ±100 the full control effect
Target sequence (Q9Y253 whole entry, looked up): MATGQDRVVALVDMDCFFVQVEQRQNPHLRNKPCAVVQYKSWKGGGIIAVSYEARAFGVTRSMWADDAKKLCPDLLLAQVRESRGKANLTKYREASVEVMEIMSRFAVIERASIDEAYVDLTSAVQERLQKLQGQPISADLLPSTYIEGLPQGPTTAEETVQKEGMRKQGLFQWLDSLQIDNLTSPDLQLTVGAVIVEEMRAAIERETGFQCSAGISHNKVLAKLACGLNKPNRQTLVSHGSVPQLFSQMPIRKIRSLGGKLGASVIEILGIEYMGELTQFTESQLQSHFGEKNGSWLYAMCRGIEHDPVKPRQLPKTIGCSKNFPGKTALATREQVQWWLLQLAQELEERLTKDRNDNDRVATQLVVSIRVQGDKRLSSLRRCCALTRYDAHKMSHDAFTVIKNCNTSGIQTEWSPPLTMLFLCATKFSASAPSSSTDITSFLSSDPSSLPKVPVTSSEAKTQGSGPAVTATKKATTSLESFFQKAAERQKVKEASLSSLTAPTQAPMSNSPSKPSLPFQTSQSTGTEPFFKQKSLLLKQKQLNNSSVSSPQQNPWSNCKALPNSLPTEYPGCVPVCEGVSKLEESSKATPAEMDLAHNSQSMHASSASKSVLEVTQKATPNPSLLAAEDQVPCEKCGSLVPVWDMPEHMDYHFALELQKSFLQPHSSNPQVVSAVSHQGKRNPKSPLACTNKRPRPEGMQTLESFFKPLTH
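Fluorescent replication assay: 50 nM final substrate added after a 15 min room-temperature compound preincubation with 10 nM enzyme. Signal taken at 0 min and again at 10 min.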
BAZ2B inh – qHTS Assay for Inhibitors of BAZ2B. Bromodomain adjacent to zinc finger domain protein 2B (Homo sapiens), Q9UIF8. AlphaScreen BAZ2B-H3K14Ac peptide displacement. Potency, µM (doses to about 114 µM), inactives show top-dose activity change, negative = inhibition, usual class: inhibitors. actives 4.4% (n = 360,000). AID 504333, 2011; further: potency means the concentration at half of the fitted maximal effect; on the % scale 0 is the no-effect control and ±100 the full control effect; nearly all actives have a fitted effect of over 60% in size
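Protein-peptide AlphaScreen: BAZ2B 50 nM, b-H3K14Ac 50 nM, 1x PBS pH 7.4 + 0.01% Tween-20. Preincubation 30 min RT; cpd 30 min RT (top 110 uM); beads 20 min RT, light-protected.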
GLS inhibitor – qHTS for Inhibitors of Glutaminase (GLS). actives 0.21% (n = 410,000). AID 624170, 2012. Potency, µM (highest dose often 45.5 µM), inactives show at the highest dose activity change, negative = inhibition, usual class: inhibitors. Glutaminase kidney isoform, mitochondrial (Homo sapiens), O94925. GLS enzymatic activity, qHTS titration; further: potency means the concentration at half of the fitted maximal effect; on the % scale 0 is the no-effect control and ±100 the full control effect
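hKGA in 45 mM KH2PO4 (pH 8.2), 0.02% Tween-20 with compound, then 1mM L-Glutamine (stock as added) plus glutamate oxidase/HRP/Amplex red coupling mix. Fluorescence read initially and after 30 min at RT; signal change reflects glutamate formation.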
HP1b chromo inh – HTS for Inhibitors of HP1-beta Chromodomain Interactions with Methylated Histone Tails; AlphaScreen HP1-beta / biotin-H3K9me3 peptide binding; Potency, µM (titrated, usually from 114 µM), for inactives: at the top dose activity change, negative = inhibition, hits mostly inhibitors; actives 0.56% (n = 390,000); AID 540317, 2011; further: potency means the concentration at half of the fitted maximal effect; nearly all actives have a fitted effect of over 70% in size; inactives centre near 23
Target sequence (P83916 whole entry, looked up): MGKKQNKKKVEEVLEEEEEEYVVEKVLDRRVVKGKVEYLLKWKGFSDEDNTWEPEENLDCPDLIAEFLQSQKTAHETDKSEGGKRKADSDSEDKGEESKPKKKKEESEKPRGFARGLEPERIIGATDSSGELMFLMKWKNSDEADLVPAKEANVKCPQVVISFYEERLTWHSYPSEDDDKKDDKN
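HP1-beta protein (50 nM final) preincubated 30 min at room temperature with biotinylated H3(1-18)K9me3 peptide (50 nM) in PBS pH 7.4, 0.01% Tween-20, then compound added for 30 min. AlphaScreen streptavidin donor/nickel chelate acceptor beads (10 ug/mL final), 30 min dark, luminescence read.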
PI4K2A block – qHTS for small molecular inhibitors of PI4K2A; purified PI4K2A, ADP-Glo luminescence, 1 h; active compounds read low; activity change, negative = inhibition, % at 76.9 µM; actives 0.13% (n = 420,000); AID 1346378, 2018; in the data active means activity change below about -50%; inconclusive means mostly about -30% to -49%;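 further: -100% = wells without enzyme as full effect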
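In this quantitative HTS, ADP production by PI4K2A was quantified luminescently after 1 h at ambient temperature; 100 microM adenosine served as plate-quality control.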
PGK inhibitor – qHTS Assay to Find Inhibitors of Phosphoglycerate Kinase | Phosphoglycerate kinase, glycosomal (Trypanosoma brucei brucei), P07378 | PGK/GAPDH coupled, Kinase-Glo luminescence, 60 min | Potency, µM (highest dose often 57.5 µM), for the others: top-dose activity change, negative = inhibition, actives largely listed as inhibitors | actives 0.043% (n = 380,000) | AID 602233, 2012; further: potency means the concentration at half of the fitted maximal effect; on the % scale 0 is the no-effect control and ±100 the full control effect; nearly all actives have a fitted effect of over 60% in size
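Luminescent ATP detection (Kinase-Glo Plus) follows a 60-minute room-temperature incubation, with wells lacking PGK as controls. Buffer: 100 mM TEA (pH 7.6), 5 mM MgCl2, 0.01% Tween-20. Coupling enzyme GAPDH (100 nM final) supplies unstable 1,3-BPG in-well.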
The depositor's hits bear a star; i = inactive; ? = inconclusive; / = not tested or not shown; [ ] = dose if it differs, or a comment. Unless noted, the call rests on the fitted dose curve; in most records, active means well fitted curve in the direction sought with a large enough effect; inconclusive means small, poorly fitted or top-dose-only effect, or another doubt; inactive means no such curve, though single readings can be large; an effect the other way counts as inactive or inconclusive. Some of the compounds tested; the hit share may differ from the screen's.

SMILES	JMJD2A Tudor inh	G9a inh	Pin1 inhibitor	Pol eta inh	BAZ2B inh	GLS inhibitor	HP1b chromo inh	PI4K2A block	PGK inhibitor
O=C(CSc1ncccc1C(=O)O)NC1CCCCC1	-18%	-5%[59 µM]	-12%	-12%	-4%	0%	30%	-4	-4%
COc1ccc2sc(N3C(=O)CC(Cc4cccc(C)c4)C3=O)nc2c1 (centres undefined)	-12%	10%	0%	1%	5%	0%	30%	-1	-15%
O=C(CC1C(=O)NCCN1C(=O)Nc1ccccc1)Nc1ccc2c(c1)OCO2 (centres undefined)	-8%	-5%	4%	7%	3%	7%	18%	10	-1%
COCCCN(C(=S)NC(=O)C12CC3CC(CC(C3)C1)C2)c1c(N)n(Cc2ccccc2)c(=O)[nH]c1=O	-5%	-38%	3%	-13%	-21%	-4%	54%[activator]	1	-6%
CCOC(=O)c1c(C)sc(-c2c(-c3ccccc3)[nH]c3[nH]c(=O)[nH]c(=O)c23)c1O	-26%	?	?	?	?	-3%	-11%	1	-1%
Cc1ccc(CNC(=O)Cc2ccc(Br)cc2)cc1	-15%	23%	4%	12%	1%	3%	25%	-2	-1%
Cc1c(Cl)cccc1-n1ncc(C(=O)NCc2cccs2)c1C1CCN(C(=O)OC(C)(C)C)CC1	-24%	-31%[59 µM]	11%	-23%	-1%[57.1 µM]	4%	13%	1	9%
Cc1ccc(CSc2nnc(-c3ccccc3N)c(=O)[nH]2)cc1	-23%	-26%	2%	-8%	12%	0%	10%	4	-10%
Cc1ccc(NC(=O)C2CCN(S(=O)(=O)c3ccc4c(c3)OCCO4)CC2)nc1	-11%	26%[0.501 µM]	1%	-3%	20%	9%	25%	0	4%
Cc1ccc2nc3c(cc(C(=O)NCCCn4ccnc4)n3C)c(=O)n2c1	-32%	?	-1%	-18%	?	-1%	5%	4	-4%

Look-ups from the entries so far:
In HP1b chromo inh, Cc1ccc(NC(=O)C2CCN(S(=O)(=O)c3ccc4c(c3)OCCO4)CC2)nc1 reads 25%
In G9a inh, COCCCN(C(=S)NC(=O)C12CC3CC(CC(C3)C1)C2)c1c(N)n(Cc2ccccc2)c(=O)[nH]c1=O reads -38%

Back to the main list, starting seven compounds before the break.
SMILES	JMJD2A Tudor inh	G9a inh	Pin1 inhibitor	Pol eta inh	BAZ2B inh	GLS inhibitor	HP1b chromo inh	PI4K2A block	PGK inhibitor
COCCCN(C(=S)NC(=O)C12CC3CC(CC(C3)C1)C2)c1c(N)n(Cc2ccccc2)c(=O)[nH]c1=O	-5%	-38%	3%	-13%	-21%	-4%	54%[activator]	1	-6%
CCOC(=O)c1c(C)sc(-c2c(-c3ccccc3)[nH]c3[nH]c(=O)[nH]c(=O)c23)c1O	-26%	?	?	?	?	-3%	-11%	1	-1%
Cc1ccc(CNC(=O)Cc2ccc(Br)cc2)cc1	-15%	23%	4%	12%	1%	3%	25%	-2	-1%
Cc1c(Cl)cccc1-n1ncc(C(=O)NCc2cccs2)c1C1CCN(C(=O)OC(C)(C)C)CC1	-24%	-31%[59 µM]	11%	-23%	-1%[57.1 µM]	4%	13%	1	9%
Cc1ccc(CSc2nnc(-c3ccccc3N)c(=O)[nH]2)cc1	-23%	-26%	2%	-8%	12%	0%	10%	4	-10%
Cc1ccc(NC(=O)C2CCN(S(=O)(=O)c3ccc4c(c3)OCCO4)CC2)nc1	-11%	26%[0.501 µM]	1%	-3%	20%	9%	25%	0	4%
Cc1ccc2nc3c(cc(C(=O)NCCCn4ccnc4)n3C)c(=O)n2c1	-32%	?	-1%	-18%	?	-1%	5%	4	-4%
CC(=O)c1ccc(N2CCN(C(=O)CCCn3c(=O)[nH]c4ccccc4c3=O)CC2)cc1	1%	-5%	-1%	-18%	-10%	-13%	31%	2	7%
O=C(CCc1nc(-c2ccccc2F)no1)NCc1ccco1	-26%	13%[59 µM]	-4%	7%	-3%	15%	13%	4	/
CN(CC(N)=O)S(=O)(=O)c1ccc(F)cc1	-1%	25%[59 µM]	-5%	-7%	-7%	1%	41%[activator]	-3	-3%
Cc1cccc(-n2c(SCC(=O)Nc3ccccc3Cl)nc3n[nH]c(C)c3c2=N)c1	-34%	4%[59 µM]	9%	-6%	-10%	-3%	-11%	0	-3%
Cc1ccc(C(=O)CNc2cccc([N+](=O)[O-])c2)cc1	-5%	?	-19%	-10%	0%	15%	47%[activator]	3	4%
O=C(COC(=O)c1ccc(C(F)(F)F)cc1)NC(=O)NC1CCCC1	-16%	-11%[59 µM]	-7%	-12%	6%	-4%	36%	7	i
CC(=O)N1CCc2cc(S(=O)(=O)CCC(=O)NCc3ccc4c(c3)OCO4)ccc21	-16%	28%[0.501 µM]	-2%	?	?	-3%	13%	3	i
O=[N+]([O-])c1ccc2c(c1)[nH]c(=S)n2-c1ccccc1	?	3.2µM*	-1%	1%	?	17%	-11%	0	-1%
Cc1c(-c2ccccc2)sc(Br)c1C(=O)N1CCOCC1	-3%	13%	-6%	3%	13%	-8%	28%	-3	2%
COc1cc(NC(=O)C23CC4CC(C2)CC(n2cnc([N+](=O)[O-])n2)(C4)C3)cc(OC)c1	-17%	1%[59 µM]	9%	-14%	-27%	-3%	29%	-4	i
COc1cc(NC(=O)c2nn(-c3ccc(F)cc3)c(=O)n(C)c2=O)cc(OC)c1OC	-21%	14%[59 µM]	6%	-4%	0%	-10%	24%[57 µM]	-3	-2%
CC12CCC(C(=O)N3CCN(c4ccccc4)CC3)(CC1=O)C2(C)C (centres undefined)	4%	5%[12.7 µM]	-8%	-8%	-2%	1%	19%	1	7%
O=C(OC1CCOC1=O)c1cncc(Br)c1 (centres undefined)	-2%	-8%[59 µM]	-4%	14%	-7%	7%	35%[activator]	-2	-2%
CN(Cc1cccs1)C(=O)c1ccc(S(=O)(=O)N2CCCCC2)cc1	-10%	8%	-5%	-11%	-2%	4%	20%	2	i
CC(=O)N1CCN(c2ccccc2NC(=O)c2cc(Br)ccc2Cl)CC1	-3%	-30%[12.7 µM]	0%	-7%	-21%	1%	16%	-3	i
CC(C)NC(=O)c1sc2c(c1C(=O)Nc1cccnc1)CCCC2	-13%	?	5%	-3%	-11%	11%	37%	1	6%
COc1ccc(-n2c(=O)c3ccccc3n(Cc3ccccc3C)c2=O)c(OC)c1	-20%	-3%[59 µM]	29%	-3%	-10%	0%	10%	1	-3%
Cc1ccc(/C=N/NC(=O)c2nnn(-c3nonc3N)c2CSc2ccccc2)cc1	-10%	/	2%	8%	-3%	2%	43%[activator]	-2	5%
COc1cccc(C(=O)Nc2ccc3nc(SCC(=O)N4CCc5ccccc54)sc3c2)c1	7%	-3%[59 µM]	12%	-8%	-1%	3%	68%[activator]	4	1%
CCN(Cc1cc(=O)n2cc(Cl)c(C)c(Cl)c2n1)Cc1nc2ccccc2c(=O)[nH]1	-14%[57.1 µM]	50µM*	-8%	-26%	/	-6%	-4%	-2	4%
O=C(Nc1ccc(Cl)cc1)N(CCCN1CCOCC1)Cc1cccs1	-28%	9%	3%	?	-4%	9%	17%	4	-10%
O=C1N(Cc2ccc3c(c2)OCO3)c2ccccc2C1(O)c1c[nH]c2ccccc12 (centres undefined)	-29%	/	5%	-17%	?	-5%	24%	-4	-9%
O=C(NCCc1ccccc1)c1ccc(OCCOc2ccccc2)cc1	-25%	/	6%	1%	?	-3%	11%	0	-1%
Cc1cccc(C(=O)Oc2ccccc2C2C[C@]3(C)CC(=O)NC3N2C(=O)c2cccc(C)c2)c1 (some centres undefined)	-9%	20%[12.7 µM]	1%	-8%	3%	5%	2%	-5	-6%
CCCNc1nc2c(c(=O)[nH]c(=O)n2C)n1Cc1cccc(Br)c1	-21%	-1%[59 µM]	8%	-10%	8%	-6%	38%[activator]	-3	-2%
Cc1ccc(NC2=C/C(=N/S(=O)(=O)c3cccs3)c3ccccc3C2=O)cc1	-28%[57.1 µM]	2.8µM*	-12%	?	?	5%	?	-27	-14%
COc1ccccc1C1CC(=O)Oc2cc(C)cc(C)c21 (centres undefined)	-7%	14%	?	-9%	/	3%	23%	0	7%
COc1ccccc1S(=O)(=O)Cc1ccc(C(=O)N2CCN(c3ccccn3)CC2)o1	?	-3%[59 µM]	-19%	-8%	8%	-3%	12%	-2	2%
CCn1ccnc1CN1CCCC(CO)(Cc2cccc(OC)c2)C1 (centres undefined)	-25%	-6%	1%	-11%	89µM*	-7%	17%	-1	-1%
CCOC(=O)CSc1nnc(Cn2nnc(-c3ccccc3)n2)n1C	-7%	20%[59 µM]	3%	-13%	2%	14%	40%	-2	0%
COc1cc(-c2nc(C)c(C(C)=O)n2O)ccc1OCC(=O)Nc1ccc(Cl)cc1	-19%	?	-7%	-1%	-19%	3%	45%	4	-2%
